High-throughput results (PubChem BioAssay)
HSF1 activator – increases HSF-1 driven luciferase reporter signal | NIH3T3-HGL HSF-1 luciferase reporter, MG132, 8 h; 100% = twice DMSO control signal | activation, % at 9 µM | 300,000 compounds, 1.7% hits;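 active = mean replicate activation of at least 50% with a set share of replicates each reaching 50%; inconclusive = only one of those two conditions met; inactive = mean below 50% and too few replicates reaching it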;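 also: 0% = median of the neutral control wells and 100% = twice that signal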
Platelet DG rel – modulates dense granule release in human platelets. human platelet-rich plasma, SFLLRN dense granule ATP release, luminescence. inhibition, %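 (compounds screened at 7.5 µM in platelet-rich plasma)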. 300,000 compounds, 0.22% hits. AID 1663;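 active = mean replicate score, as percent of positive control, at or above 50; inconclusive = mean below 50 but at least one replicate at or above 50; inactive = mean and every replicate below 50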
GSK3beta inhib – blocks human GSK3beta kinase activity; P49841; GST-GSK3beta kinase, ADP-Glo luminescence, 60 min; stronger effect = lower value; activity score (negative = inhibition), % at 10 µM; 300,000 compounds, 0.038% hits; AID 2097;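 active = more than half of replicate wells score below -50%, meaning over 50% inhibition versus plate controls; inconclusive = some replicates but at most half score below -50%; inactive = no replicate scores below -50%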;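 also: 0% = median DMSO wells and -100% = median GW8510 positive control wells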
Target sequence (P49841 whole entry, looked up): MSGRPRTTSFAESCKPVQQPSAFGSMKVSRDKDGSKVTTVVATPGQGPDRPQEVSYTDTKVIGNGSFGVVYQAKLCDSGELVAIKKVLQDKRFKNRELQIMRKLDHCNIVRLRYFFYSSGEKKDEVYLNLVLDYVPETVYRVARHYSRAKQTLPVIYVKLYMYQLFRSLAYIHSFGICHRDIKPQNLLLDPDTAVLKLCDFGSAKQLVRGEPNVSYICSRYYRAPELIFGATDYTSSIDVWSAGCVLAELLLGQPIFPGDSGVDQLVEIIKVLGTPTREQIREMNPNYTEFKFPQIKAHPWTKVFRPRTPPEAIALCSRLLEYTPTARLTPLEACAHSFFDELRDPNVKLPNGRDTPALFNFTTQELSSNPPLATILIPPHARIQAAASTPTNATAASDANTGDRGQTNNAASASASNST
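test system = GST-tagged human GSK3beta kinase, cell-free | reagent = 25 µM ATP with peptide substrate | dosing = one dose of 10 µM per compound | schedule = 60 min reaction, RT | detection = luminescent ADP-Glo measurement of ADP formed | control set = DMSO neutral wells and GW8510 at 20 µM as positive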
HSF1 inh – HSF1 inhibition; NIH3T3-HGL HSE-luciferase, MG132-induced, luminescence 8 h; stronger effect = lower value; activity change, negative = inhibition, % at 7.5 µM (by protocol); 300,000 compounds, 0.77% hits; AID 2098;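 active = more than half of replicate wells show activity change below -50%, luminescence cut by over half; inconclusive = some wells, but at most half, below -50%; inactive = no replicate well below -50%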;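 also: luciferase reports HSF-1 transcriptional activity via heat shock element; 0% = median of DMSO wells and -100% = zero luminescence signal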
IEC-6 tox – kills IEC-6 intestinal cells in KLF5 counter-screen; IEC-6 cytotoxicity, luminescence viability; inhibition, % at 5 µM; 290,000 compounds, 0.78% hits; in the data active = inhibition above about 22%;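 also: 0% = plate median of test compound wells and 100% = cytotoxic reference compound wells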
GSK3 alpha inh – blocks human GSK-3 alpha kinase; AID 2650; inhibition, % at 10 µM; ADP-Glo luminescence, 60 min; 320,000 compounds, 0.1% hits;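 in the data active = inhibition above about 50%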;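 also: GST-tagged GSK-3 alpha with peptide substrate and 25 µM ATP; 0% = DMSO neutral wells and 100% = GW8510 positive control wells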
Target sequence (P49840 whole entry, looked up): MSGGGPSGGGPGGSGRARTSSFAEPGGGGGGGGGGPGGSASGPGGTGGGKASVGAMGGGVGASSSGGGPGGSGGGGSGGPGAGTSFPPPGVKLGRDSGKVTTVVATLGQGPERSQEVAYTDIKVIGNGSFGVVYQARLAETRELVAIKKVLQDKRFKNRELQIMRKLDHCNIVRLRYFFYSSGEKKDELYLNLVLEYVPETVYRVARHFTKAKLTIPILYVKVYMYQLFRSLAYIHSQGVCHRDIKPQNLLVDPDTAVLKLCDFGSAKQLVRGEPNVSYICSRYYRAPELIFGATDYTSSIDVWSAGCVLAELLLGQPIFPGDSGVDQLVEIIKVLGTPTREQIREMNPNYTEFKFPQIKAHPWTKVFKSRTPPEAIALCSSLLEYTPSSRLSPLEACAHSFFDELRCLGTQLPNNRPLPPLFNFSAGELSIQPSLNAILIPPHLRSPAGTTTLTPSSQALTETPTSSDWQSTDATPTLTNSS
KLF5 inhibitor – suppresses KLF5 promoter-driven expression; AID 1700; DLD-1 KLF5 promoter-luciferase reporter, luminescence; 290,000 compounds, 0.23% hits; inhibition, % at 5 µM;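 active = inhibition above a per-plate limit of that plate's mean compound inhibition plus 3 SD, cut at about 60% in these data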;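 also: 0% = DMSO wells and 100% = LY294002 at 200 µM; higher means less KLF5 promoter-driven luciferase light; inactives centre near -14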
aSyn 5UTR inh – 5' untranslated region of α-synuclein, MLPCN primary screen. alpha-synuclein 5'UTR reporter, inhibitor activity. inhibition, % (tested at 7.5 µM). 300,000 compounds, 0.82% hits; in the data active = inhibition above about 60%; inconclusive = no clear call, values can overlap the other calls;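 also: H4 neuroglioblastoma cells stably carrying SNCA 5'UTR luciferase fusion; 0% = DMSO wells and 100% = positive control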
HSP90 refold inh – inhibitors of HSP90 luciferase refolding in rabbit reticulocyte lysate | inhibition, % at 5.6 µM | 290,000 compounds, 0.91% hits | luciferase refolding luminescence, 3 h | AID 1789;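 active = inhibition above the screen-wide mean plus 3 SD, computed separately per campaign, cut at about 16% in these data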;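 also: 0% = DMSO wells and 100% = 60 µM geldanamycin wells; inhibitors lower the luminescence because luciferase stays unfolded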
Dyrk1A ADPGlo – Dyrk1A (rat) kinase inhibition. Q63470. ADP-Glo luminescence, NFATc1 peptide. inhibition, % at 12.5 µM. 310,000 compounds, 0.43% hits. AID 504441; in the data active = inhibition above about 50%;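 also: plate controls were vehicle with enzyme for no effect and no enzyme for full effect; many of its hits are not listed in these tables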
Active calls of the source: *; ? = inconclusive; · = not tested or not shown. An excerpt (hit frequency here may not be typical).

SMILES	HSF1 activator	Platelet DG rel	GSK3beta inhib	HSF1 inh	IEC-6 tox	GSK3 alpha inh	KLF5 inhibitor	aSyn 5UTR inh	HSP90 refold inh	Dyrk1A ADPGlo
CCOC(=O)C1=C(C)NC(SCC(=O)Nc2cc(C)on2)=C(C#N)C1c1cccs1 (centres undefined)	17	-5	2	-9	9	-5	-25	-43	2	-1
Cc1c(C(N)=O)sc2ncn(CCOc3ccccc3)c(=O)c12	58*	11	-1	20	-1	-1	-63	-66	-3	-6
Cc1ccc(S(=O)(=O)N2CC3(C)CN(S(=O)(=O)c4ccc(C)cc4)CC(C)(C2)C3=O)cc1	-7	3	1	-2	3	0	-23	16	-1	3
Cc1ccc(N2C(=O)N(CC(=O)Nc3cccc(C)c3C)C(=O)C2C)cc1 (centres undefined)	-4	8	3	3	·	·	·	-10	·	2
COc1cc(C2/C(=C(\O)c3ccc4c(c3)OCCO4)C(=O)C(=O)N2CCN2CCOCC2)cc(OC)c1OC (centres undefined)	-5	0	1	-5	-1	0	-26	-1	-1	·
c1ccc(CSc2ccc(-c3ccc4c(c3)OCO4)nn2)cc1	36	-9	-1	18	-1	-1	-70	-150	0	14
Cc1ccc(O)c(NC(=O)c2ccc3c(c2)C(=O)N(CC(C)C)C3=O)c1	37	12	-1	19	5	-2	-83	-112	0	·
CC(=O)c1cc2c(cc1NC(=O)CN1CCCCC1C)OCO2 (centres undefined)	-7	-4	-22	-8	-3	10	-13	3	-3	4
CC(C(=O)NC1CCCC1)N1C(=O)c2cccc3cccc1c23 (centres undefined)	-6	6	0	2	4	-1	-16	7	0	8
Clc1ccc(-n2ncc3c(NCc4ccc5c(c4)OCO5)ncnc32)cc1	-11	-8	-2	-11	12	-2	5	-81	1	0
Cc1ccc(OCCCC(=O)NCc2ccco2)c(C)c1	-5	-1	3	-2	-10	-3	-13	-1	3	·
COc1ccc(-c2nc3ccccc3c(=O)n2CCOc2cc(C)ccc2C)cc1	14	6	1	10	2	2	-21	0	-4	3
Cc1nc2ccc(Cl)cc2c(-c2ccccc2)c1C(=O)N(C)C	5	-1	0	2	-1	-1	-6	16	-2	-5
Clc1ccc(CSc2snnc2-c2ccccc2)c(Cl)c1	29	8	3	31	0	-3	-21	-121	-3	-2
FC(F)(F)c1ccc(CSc2ccccn2)cc1	11	11	1	-2	5	-2	-2	-43	3	4
Cc1cc(=O)oc2cc(NC(=O)c3cccc(S(=O)(=O)N(C)C)c3)ccc12	40	-4	-13	13	2	-2	-190	-112	2	-3
CCOc1ccccc1OC(=O)CN1C(=O)c2ccccc2C1=O	-17	-5	3	-2	-6	-4	-17	2	-6	1
COc1ccc(N(C(=O)Cn2nnc3ccccc32)C(C(=O)NCc2ccco2)c2ccc(C)o2)cc1 (centres undefined)	17	-21	-1	2	3	-1	-5	-4	4	-5
COC(=O)C(NC(=O)c1ccccc1)(Nc1nc(C)cs1)C(F)(F)F (centres undefined)	-7	-1	3	4	-6	0	-37	19	3	-4
CCNC(=O)NC(=O)COC(=O)c1ccccc1SCC(=O)NC(=O)NCC	29	6	-1	13	-4	2	-80	-122	6	-4
C=CCc1cccc2cc(C(=O)NNC(=O)c3ccncc3)c(=O)oc12	-4	-1	0	-2	3	-3	4	-7	-6	-6
COc1ccc(N(CC(=O)N2CCN(Cc3ccccc3)CC2)S(C)(=O)=O)cc1	2	-13	1	5	-1	-1	-1	7	-4	-4
O=C1CCNCCN1[C@H](CO)Cc1ccccc1	-7	1	-4	1	0	-1	-19	-10	-1	-4
COc1ccc([N+](=O)[O-])cc1NC(=O)CSc1nncn1-c1ccccc1	31	0	2	13	-4	-1	-9	12	-3	-2
Cc1cc(C)n(C(=O)c2ccc(C)c(Br)c2)n1	-5	-2	3	2	-1	0	-5	12	-1	0
CCOc1ccccc1CNC(=O)CCC(=O)N1Cc2ccccc2Oc2ncccc21	7	3	-2	-1	-8	0	-17	9	-4	-2
O=C(Nc1cccc(F)c1)C1CCCN1S(=O)(=O)c1cccc2cccnc12 (centres undefined)	0	3	-18	-2	1	31	-17	11	-2	18
O=C(NCCCO)c1nc2ccccc2s1	-23	-5	3	-6	-1	-2	-33	1	-1	-1
O=C1C2C3c4ccccc4C(c4ccccc43)C2C(=O)N1Cc1cccnc1 (centres undefined)	-7	3	0	-21	-5	-1	6	-1	-4	-3
COc1ccc(/C(C)=N/NC(=O)c2cc(-c3cccnc3)nc3ccccc23)cc1	-1	1	1	-3	8	·	-33	3	-5	-2
CSc1nc2ccccc2n1Cc1cccc(F)c1	12	5	0	-2	13	-6	-16	24	1	-4
CCOC(=O)c1c(NC(=O)CSc2ncn[nH]2)sc(C(C)=O)c1C	-12	-3	-1	2	4	-5	-28	7	-6	·
COC(=O)Nc1ccc(S(=O)(=O)N2CCN(c3ccc(F)cc3)CC2)cc1	-6	1	4	0	2	3	-12	-28	3	-5
CCOC(=O)N1CCN(C(=O)CCCOc2ccccc2)CC1	43	-7	1	8	0	-3	-124	-115	1	0
COc1cc(OC)c(C(=O)O/N=C(\N)c2ccccn2)cc1OC	9	3	6	3	6	-2	-35	-34	-5	4
O=C(NCCCN1CCN(Cc2ccccc2)CC1)C1CCN(S(=O)(=O)N2CCCC2)CC1	6	-1	-27	8	-4	1	-9	-12	-6	·
O=C(c1ccco1)N1CCN(c2ncnc3c2oc2ccccc23)CC1	36	1	1	12	8	0	-9	-113	-1	6
CC1=CCC2C(=O)N(c3ccc(C)cc3)C(=O)C2C1 (centres undefined)	-4	-6	2	-2	2	-4	-10	9	2	7
CSc1nc2ccsc2c(=O)n1-c1ccccc1	-7	-12	-4	-7	1	8	4	26	-2	0
CCC(C)c1ccc(NC(=S)NCCn2cc(Cl)cn2)cc1 (centres undefined)	-3	8	-3	-3	5	1	21	19	-3	0
Cc1nc([N+](=O)[O-])c(SCC(O)CCl)n1Cc1ccc(Cl)cc1 (centres undefined)	17	-6	-1	18	-1	-1	-12	10	-7	4
O=C(c1cc(-c2ccccc2)nc2ccccc12)N1CCOCC1	·	1	-1	·	0	-2	-65	-2	-4	-9
CCOC(=O)N1CCN(S(=O)(=O)CCNC(=O)c2ccccc2)CC1	2	·	0	1	·	0	·	4	·	7
NS(=O)(=O)c1cccc(NC(=O)CCCNC(=O)c2ccc(Cl)cc2)c1	-4	0	-2	-6	-2	0	-22	-20	-5	-3
CCOC(=O)C1(CCOc2ccccc2)CCN(Cc2cccc(F)c2)CC1	1	2	2	2	5	-2	16	8	2	-2
S=C(NCc1cccs1)Nc1ccc(Br)cc1Cl	27	-3	1	26	-5	1	-66	-59	0	-1
O=C(Cc1ccccc1[N+](=O)[O-])Nc1ccc(S(=O)(=O)N2CCCC2)cc1	-24	-12	-3	-3	11	-1	11	38	-1	0
Cc1ccccc1N1CCN(Cc2cccc(C(=O)O)c2)CC1	7	0	2	-9	0	-2	15	-2	-4	-3
Cc1ccc(Oc2nc3ccccn3c(=O)c2/C=C(\C#N)C(=O)Nc2c(C)n(C)n(-c3ccccc3)c2=O)cc1	28	3	-4	15	-2	4	-1	-14	5	1
COc1ccccc1C(CNC(=O)COc1ccccc1C)N1CCCC1 (centres undefined)	-5	-7	1	-4	·	-2	·	-6	·	0
Cc1cc(C)c[n+](-c2[nH]c(=O)sc2/C=N/NC([S-])=Nc2ccccc2)c1	-7	-1	0	11	-1	·	3	16	-2	-7
CNC(=O)c1ccccc1Nc1ccc(SC(F)F)cc1	5	1	2	8	6	-3	-10	-26	-6	2
COc1ccc(-n2c(COc3ccccc3)nnc2SCC(N)=O)cc1	-1	7	0	1	0	-2	-25	-10	6	-1
CS(=O)(=O)N1CCC(C(=O)N2CCc3ccccc3C2)CC1	2	2	-1	3	6	-1	-24	6	1	3
CCOC(=O)CN1C(=O)N[C@@H](c2cccs2)C(C(=O)OC)=C1C	1	1	-5	8	·	3	·	15	·	10
Cc1cc(Cl)ccc1OCCCC(=O)N1CCCCC1	15	3	3	6	-2	-3	-63	-101	-6	·
CCOC(=O)c1oc2c(CN3CCN(C)CC3)c(O)ccc2c(=O)c1-c1ccc(Br)cc1	12	-33	4	2	-4	-3	2	-9	0	-7
CC(=O)c1c(C)[nH]c(C(=O)COC(=O)c2cccc(S(=O)(=O)N(C)c3ccccc3)c2)c1C	31	3	1	0	-1	-3	-4	-1	1	-4
O=C(CSc1nnc(CNC(=O)c2ccco2)o1)Nc1cccc(C(F)(F)F)c1	-7	1	0	1	-2	-2	-19	5	-4	5
CCOC(=O)[C@@H]1[C@H]2COc3cc(OC)ccc3[C@@H]2N2C(=O)N(c3ccc(Br)cc3)C(=O)[C@]12C	-2	1	0	8	·	-2	·	21	·	1
(more compounds)
SMILES	HSF1 activator	Platelet DG rel	GSK3beta inhib	HSF1 inh	IEC-6 tox	GSK3 alpha inh	KLF5 inhibitor	aSyn 5UTR inh	HSP90 refold inh	Dyrk1A ADPGlo
Cc1nn(C)c2nc(-c3cccs3)cc(C(F)(F)F)c12	9	7	0	-10	-6	-2	0	17	-4	-1
O=C(COc1ccccc1)NCc1ccc(-n2cccc2)cc1	0	3	0	-3	2	-1	-6	15	0	-2
COc1ccc(NC(=O)c2ccc(COc3ccccc3Br)o2)c(OC)c1	-7	0	-1	-2	·	-3	·	18	·	·
O=C(NCc1ccccc1Cl)C(=O)c1cn(CC(=O)N2CCOCC2)c2ccccc12	12	2	2	0	-1	-2	10	-13	3	3
CCc1ccccc1N1CC(C(=O)O)CC1=O (centres undefined)	6	6	1	2	-1	0	3	-7	0	12
CCCCC(=O)N(c1ccc(C(=O)O)cc1)c1nc(-c2ccc(Cl)cc2)c(CC)s1	-3	?	1	13	4	-1	-16	0	1	-4
COc1ccc(C2(CCN)CC(C)N(C)CC2C)cc1 (centres undefined)	-7	5	-5	-12	-4	0	-5	-7	-1	3
Cc1c(Cl)cccc1NC(=S)N1CCN(Cc2ccc3c(c2)OCO3)CC1	5	-10	1	-1	0	-1	-13	-23	2	-2
COc1ccccc1NC(=O)Cn1c(=O)n2nc(C)nc2c2ccccc21	5	-12	-1	7	-2	-2	-37	-14	-2	8
COc1ccc(CCn2c(=N)c(S(=O)(=O)c3ccccc3)cc3c(=O)n4ccccc4nc32)cc1	-6	14	0	-1	1	-1	-1	-4	-3	1
COc1cccc(CN2CC(C(=O)N3CCCO3)CCC2=O)c1 (centres undefined)	-1	0	1	-11	-5	-3	-42	-7	-1	-1
CCc1ccc(/C=C2/SC(=S)N(CCC(=O)Nc3cccnc3)C2=O)cc1	-2	-7	0	8	7	1	-10	30	6	-4
COc1cccc(C(=O)C2CCCN(Cc3cccc(-n4cccn4)c3)C2)c1 (centres undefined)	3	0	2	-4	0	1	10	1	-3	18
